# MEP2 TOR yeast – modulators of MEP2-GFP levels in yeast, primary screen, S. cerevisiae, multiplex flow cytometry, MLPCN library; AID 2016, 2009; GFP response vs DMSO, % at 10 µM; 0.51% of 330,000 active; S. cerevisiae MEP2-GFP strain, 3 h; 100% = DMSO control level;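 active means GFP response versus DMSO above a set limit, roughly screen mean plus 3 SD, cut at about 180% in these data; inconclusive means fewer than 70 cells counted for a yeast strain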;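 further: median GFP fluorescence of the barcode-gated MEP2-GFP cells per well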
# procasp7 counter – procaspase-7 activators, primary screen, counter-screen for procaspase-3 activator project, biochemical, absorbance, HTS, human. activation, % at 8.5 µM. Caspase-7 (Homo sapiens), P55210. recombinant procaspase-7, Ac-DEVD-pNA absorbance 405 nm; D23A/D198A/D206A triple mutant, cannot self-cleave; scale: DMSO 0, 5 µM enzyme 100. 0.093% of 330,000 active;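 active means percent activation above the screen-wide mean plus 3 SD, cut at about 25% in these data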
#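 System: Procaspase-7 triple mutant (PC-7 D3A); measure: % activation from two-timepoint absorbance difference, scaled to controls; times: 1 h compound preincubation, 2 h substrate cleavage, 25 °C; also added: Ac-DEVD-pNA substrate, 400 µM as added; measured by: Epi-absorbance of released pNA at 405 nm, two timepoints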
# procasp3 activ – activators of human procaspase-3 D3A mutant, primary screen, biochemical, absorbance, PC-3 D3A mutant, single concentration | Caspase-3 (Homo sapiens), P42574 | activation, % at 8.5 µM | 0.11% of 330,000 active | recombinant procaspase-3 D3A, Ac-DEVD-pNA absorbance 405 nm;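 active means activation above the mean of all tested compounds plus 3 SD, cut at about 21% in these data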;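 further: 0% = DMSO alone and 100% = DMSO wells spiked with extra 5 µM PC-3 D3A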
# Target sequence (P42574 whole entry D9A/D28A/D175A): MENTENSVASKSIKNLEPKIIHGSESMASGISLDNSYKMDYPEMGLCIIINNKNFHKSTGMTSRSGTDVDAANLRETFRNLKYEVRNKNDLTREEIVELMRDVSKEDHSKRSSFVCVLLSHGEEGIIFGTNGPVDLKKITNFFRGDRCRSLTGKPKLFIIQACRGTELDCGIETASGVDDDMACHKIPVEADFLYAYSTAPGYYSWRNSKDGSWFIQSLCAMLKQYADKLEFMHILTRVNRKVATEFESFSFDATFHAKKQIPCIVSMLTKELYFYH
#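 Assay system – Procaspase-3 D3A mutant · Benchmarks – DMSO low control, extra-enzyme high control · Technique – 405 nm absorbance of p-nitroaniline, reads at 0 and 120 min · Doses – 8.5 µM nominal · Measure – % activation between DMSO and enzyme-spiked controls · Also added – Ac-DEVD-pNA chromogenic peptide substrate · Schedule – 1 h compound preincubation, 2 h substrate hydrolysis at 25 °C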
# AHR activator – AHR activators, primary screen, cell-based, luminescence, luciferase reporter, human | AHR-responsive luciferase reporter cells | 2.5% of 320,000 active | Aryl hydrocarbon receptor (Homo sapiens), P35869 | activation, % at 5 µM; in the data active means activation above about 47%;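 further: 0% = vehicle wells and 100% = reference agonist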
# Target sequence (P35869 whole entry, looked up): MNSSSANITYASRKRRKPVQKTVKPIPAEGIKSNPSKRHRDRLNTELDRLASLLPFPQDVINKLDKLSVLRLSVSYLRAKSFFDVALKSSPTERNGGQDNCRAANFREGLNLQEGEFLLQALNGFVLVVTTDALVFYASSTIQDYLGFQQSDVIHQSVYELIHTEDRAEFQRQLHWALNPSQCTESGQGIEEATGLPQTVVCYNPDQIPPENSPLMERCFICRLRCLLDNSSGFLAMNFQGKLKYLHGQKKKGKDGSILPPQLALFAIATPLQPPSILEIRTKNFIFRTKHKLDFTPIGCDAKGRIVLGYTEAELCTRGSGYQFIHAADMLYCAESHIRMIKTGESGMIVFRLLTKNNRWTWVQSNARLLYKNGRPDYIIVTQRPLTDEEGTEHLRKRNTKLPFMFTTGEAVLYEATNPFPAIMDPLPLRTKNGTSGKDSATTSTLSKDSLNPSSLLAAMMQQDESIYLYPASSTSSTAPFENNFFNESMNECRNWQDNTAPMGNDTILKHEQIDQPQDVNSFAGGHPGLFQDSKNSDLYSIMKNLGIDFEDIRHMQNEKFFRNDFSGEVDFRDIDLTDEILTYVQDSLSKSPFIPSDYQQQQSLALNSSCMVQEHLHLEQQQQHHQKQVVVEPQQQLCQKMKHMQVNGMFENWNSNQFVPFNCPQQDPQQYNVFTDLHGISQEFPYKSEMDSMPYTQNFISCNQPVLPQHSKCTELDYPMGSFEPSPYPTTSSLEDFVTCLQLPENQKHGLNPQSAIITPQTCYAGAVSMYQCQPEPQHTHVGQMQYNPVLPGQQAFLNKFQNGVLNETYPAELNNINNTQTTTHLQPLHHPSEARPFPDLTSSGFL
# AGP1-GFP MLPCN – modulators of AGP1-GFP expression in yeast TOR pathway, primary screen, cell-based, multiplex flow cytometry, S. cerevisiae, MLPCN library; GFP response vs DMSO, % at 10 µM; 0.02% of 320,000 active; 3 h; GFP as percent of DMSO wells;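 active means GFP response relative to DMSO above a set limit, near screen average plus 3 SD, cut at about 150% in these data; inconclusive means fewer than 70 cells counted for the yeast strain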;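 further: median GFP channel fluorescence of the gated AGP1 strain per well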
# CIT2 TOR yeast – modulators of CIT2-GFP expression in yeast, primary screen, S. cerevisiae, GFP fusion, multiplex flow cytometry, MLPCN library; GFP response vs DMSO, % at 10 µM; 0.065% of 320,000 active; AID 2029, 2009; S. cerevisiae CIT2-GFP strain, 3 h; 100 means same as DMSO wells;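 active means GFP response relative to DMSO above a set limit, near the screen mean plus 3 SD, cut at about 150% in these data; inconclusive means Fewer than 70 cells measured for a yeast strain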;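 further: ratio of well median GFP fluorescence to mean of DMSO wells on the plate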
# LAP4 TOR yeast – modulators of LAP4-GFP expression in yeast, primary screen, S. cerevisiae, multiplex flow cytometry, MLPCN library. 3 h; median GFP as percent of DMSO wells. GFP response vs DMSO, % at 10 µM. 0.34% of 320,000 active;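 active means GFP response vs DMSO above a set limit, about the screen mean plus 3 SD, cut at about 150% in these data; inconclusive means under 70 cell events counted for the yeast strain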
# RPL19A TOR yeast – RPL19A-GFP expression modulators in yeast, primary screen, cell-based, S. cerevisiae, multiplex flow cytometry, MLPCN; S. cerevisiae RPL19A-GFP strain, 3 h; active compounds read low; 0.3% of 330,000 active; AID 2025, 2009; percent response vs DMSO, % at 10 µM;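 active means percent response vs DMSO below 50%; inconclusive means fewer than 70 events counted for the yeast strain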;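 further: median channel GFP fluorescence of the barcoded RPL19A-GFP strain; ratio of sample median GFP to plate DMSO average so 100% = DMSO; lower means less RPL19A-GFP as with rapamycin TOR inhibition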
# * marks the source's active call; other numbers are inactive results; ? = inconclusive; . = no result given; [ ] = dose if it differs, or a comment.
1) COc1cc2c(cc1OC)C(c1c(O)n(CCc3ccccc3)c(=S)[nH]c1=O)NCC2 (stereo not given)
2) CC12CC[C@H]3[C@@H](CCC4(O)C[C@H](O)CCC34/C=N/NC(=O)c3ccccc3Cl)C1(O)CCC2C1=CC(=O)OC1 (stereo not given in full)
3) Cc1cc(S(=O)(=O)NCc2ccccc2)ccc1OCC(=O)N1CCN(C)CC1
4) Cc1cc(S(N)(=O)=O)ccc1N=Cc1c(O)n(-c2ccccc2)c(=O)[nH]c1=O
5) CCN1CCN(c2nc([N+](=O)[O-])nn2C)CC1
6) CC(=O)O[C@H]1CC[C@@]2(C)[C@H](C1)C(=O)C[C@H]1[C@@H]3CC[C@@H]4[C@@H](CN5C[C@@H](C)CC[C@H]5[C@@]4(C)O)[C@@H]3C[C@@H]12
7) CN1CCN(c2ccccc2N)CC1
8) COC[C@]12CN(C)C3C4[C@H](OC)[C@H]1C3([C@@H](OC)C[C@H]2O)[C@@H]1C[C@@]2(O)[C@H](OC(=O)c3ccccc3)[C@@H]1[C@]4(OC(C)=O)[C@@H](O)[C@@H]2OC
9) CCCCN1C(=O)NC(=O)C2(Cc3c(nc4ccccn4c3=O)N3CCc4ccccc4C32)C1=O (stereo not given)
10) O=C(COC(=O)Cc1ccccc1)Nc1nnc(-c2ccccc2)o1

screen / no. | 1 | 2 | 3 | 4 | 5 | 6 | 7 | 8 | 9 | 10
CIT2 TOR yeast | 97 | 98 | 102 | 105 | . | 102 | 99 | 99 | 90 | 84
LAP4 TOR yeast | 114 | 92 | 98 | 97 | . | 100 | . | 99 | 113 | 95
procasp3 activ | -17 | 2 | 2 | -4 | 0 | -2 | -5 | 3 | 9 | 11
AGP1-GFP MLPCN | 105 | 100 | 98 | 104 | . | 100 | 98 | 102 | 105 | 87
procasp7 counter | -10 | 1 | 4 | -7 | 1 | -3 | 2 | 8 | -5 | 4
RPL19A TOR yeast | 98 | 99 | 103 | 105 | 106 | 107 | 98 | 97 | 102 | 87
AHR activator | 0 | -1 | 0 | -1 | 1 | 1 | 3 | 0 | 11 | -1
MEP2 TOR yeast | 101 | 98 | 103 | 104 | 98 | 102 | 93 | 112 | 107 | 88

11) COc1ccc(C)cc1NC(=O)N1CCC2(CC1)OCCO2
12) Nc1ccc(Cl)cc1C(=O)c1ccccc1Cl
13) COc1cc(/C=C2/C(=O)NC(=O)N(c3ccc(C)cc3)C2=O)cc(OC)c1OC
14) CCC(=O)Nc1cc(C(=O)N2CCC3(CC2)OCCO3)ccc1S(=O)(=O)c1ccc(C)cc1
15) COc1ccc2c(CN3CC=C(c4ccccc4)CC3)cc(=O)oc2c1
16) COc1ccc(OC)c(-n2c(O)c(C=Nc3c(C)n(C)n(-c4ccccc4)c3=O)c(=O)[nH]c2=O)c1
17) CN(C)S(=O)(=O)c1cccc(C(=O)N2CCC(C(=O)O)(c3ccccc3)CC2)c1
18) CN1CCc2nc3ccc(F)cc3c(C(N)=O)c2C1
19) CC(=O)Nc1ccccc1C(=O)C(=O)Nc1cccc(C(=O)N2CCC3(CC2)OCCO3)c1
20) CC(=O)c1c(C)[nH]c(C(=O)N2CCC3(CC2)OCCO3)c1C

screen / no. | 11 | 12 | 13 | 14 | 15 | 16 | 17 | 18 | 19 | 20
CIT2 TOR yeast | 103 | 88 | 110 | 89 | 95 | 100 | 93 | 104 | 102 | 97
LAP4 TOR yeast | 101 | 93 | 128 | 91 | 100 | 94 | 104 | 98 | 93 | 99
procasp3 activ | 2 | 3 | -8 | 2 | 1 | -6 | 2 | 3 | 4 | 0
AGP1-GFP MLPCN | 100 | 88 | 107 | 93 | 99 | 98 | 98 | 106 | 95 | 100
procasp7 counter | 13 | -8 | -16 | -1 | 7 | 10 | 1 | 4 | -1 | 15
RPL19A TOR yeast | 105 | 99 | 97 | 92 | 99 | 101 | 97 | 104 | 104 | 99
AHR activator | 8 | 11 | 2 | 2 | 1 | 2 | -3 | 1 | 2 | 20
MEP2 TOR yeast | 106 | 93 | 99 | 89 | 100 | 101 | 90 | 104 | 94 | 106

# Some of the entries so far, bar-delimited.
No. | Molecule | CIT2 TOR yeast | LAP4 TOR yeast | procasp3 activ | AGP1-GFP MLPCN | procasp7 counter | RPL19A TOR yeast | AHR activator | MEP2 TOR yeast
20 | CC(=O)c1c(C)[nH]c(C(=O)N2CCC3(CC2)OCCO3)c1C | 97 | 99 | 0 | 100 | 15 | 99 | 20 | 106
13 | COc1cc(/C=C2/C(=O)NC(=O)N(c3ccc(C)cc3)C2=O)cc(OC)c1OC | 110 | 128 | -8 | 107 | -16 | 97 | 2 | 99
15 | COc1ccc2c(CN3CC=C(c4ccccc4)CC3)cc(=O)oc2c1 | 95 | 100 | 1 | 99 | 7 | 99 | 1 | 100
19 | CC(=O)Nc1ccccc1C(=O)C(=O)Nc1cccc(C(=O)N2CCC3(CC2)OCCO3)c1 | 102 | 93 | 4 | 95 | -1 | 104 | 2 | 94
14 | CCC(=O)Nc1cc(C(=O)N2CCC3(CC2)OCCO3)ccc1S(=O)(=O)c1ccc(C)cc1 | 89 | 91 | 2 | 93 | -1 | 92 | 2 | 89

# More structures:
21) O=C(Nc1ccc(OC(=O)N2CCCC2)cc1)N1CCOCC1
22) COc1ccc(OC(=O)N(C)C)c(CN(C)C)c1
23) COc1ccc(OC)c(-n2c(O)c(C=NCc3ccc4c(c3)OCO4)c(=O)[nH]c2=O)c1
24) Cc1ccsc1-c1nc(CSCC(=O)N2CCC3(CC2)OCCO3)c(C)o1
25) CCCN1CCC[C@@H](c2cccc(O)c2)C1
26) O=C(Cc1ccccc1)Oc1cccc(-n2cnnn2)c1
27) COc1ccc(-n2c(-c3ccco3)nc3ccccc3c2=O)cc1
28) CCCCc1nc2ccccc2c(=O)n1-c1ccc(Cl)cc1[N+](=O)[O-]
29) O=C(c1cc(=O)[nH]c2ccc(Br)cc12)N1CCC2(CC1)OCCO2
30) O=C(CCN1CCCCC1)Nc1ccc(Br)cc1C(=O)c1ccccc1

screen / no. | 21 | 22 | 23 | 24 | 25 | 26 | 27 | 28 | 29 | 30
CIT2 TOR yeast | 93 | 105 | 100 | 112 | 82 | 93 | 93 | 85 | ? | 110
LAP4 TOR yeast | 94 | 93 | 99 | 100 | 106 | 107 | 104 | 99 | 83[may fluoresce violet] | 126
procasp3 activ | 3 | -1 | -1 | 7 | 8 | -2 | 1 | 7 | -3 | 8
AGP1-GFP MLPCN | 94 | 108 | 100 | 106 | 89 | 98 | 97 | 94 | 104 | 95
procasp7 counter | 1 | 2 | -12 | 1 | 9 | 4 | 4 | -4 | 12 | -4
RPL19A TOR yeast | 97 | 104 | 98 | 104 | 104 | 100 | 98 | 95 | 94 | 104
AHR activator | -1 | 2 | -1 | 2 | -2 | -1 | 0 | -1 | 2 | 7
MEP2 TOR yeast | 102 | 112 | 97 | 102 | 96 | 108 | 97 | 100 | 212*[may fluoresce violet] | 132

# The final three compounds of the section above come first, to join the parts.
28) CCCCc1nc2ccccc2c(=O)n1-c1ccc(Cl)cc1[N+](=O)[O-]
29) O=C(c1cc(=O)[nH]c2ccc(Br)cc12)N1CCC2(CC1)OCCO2
30) O=C(CCN1CCCCC1)Nc1ccc(Br)cc1C(=O)c1ccccc1
31) COc1ccccc1CCNC1CCCC(C)C1 (stereo not given)
32) NC(=S)/N=C/c1c(O)[nH]c(=O)[nH]c1=O
33) CC(N)Cc1c[nH]c2cc3c(cc12)OCCO3 (stereo not given)
34) CC(=O)c1c(C)n(CCCOC(C)C)c2ccc(O)cc12
35) CN(C)C1=NC(N(C)C)=NP(N(C)C)(N(C)C)=N1
36) CC(=O)OC(C)(C)/C=C/C(=O)C(C)(O)C1[C@H](O)C[C@@]2(C)C3CC=C4C(CC[C@@H](O)C4(C)C)[C@]3(CO)C(=O)C[C@]12C (stereo not given in full)
37) O=C1Nc2ccccc2/C1=C/c1cnc[nH]1
38) CC1CN=C(Nc2cccc3ccccc23)S1 (stereo not given)
39) CCN1C[C@]2(C)CC[C@H](O)[C@]34C1[C@H](C[C@H]23)[C@@]1(O)C[C@H](OC)[C@H]2C[C@@H]4[C@@H]1C2O (stereo not given in full)
40) O=C(O)[C@H]1C[C@@H]1[C@H](NP(=O)(c1ccccc1)c1ccccc1)c1ccccc1

screen / no. | 28 | 29 | 30 | 31 | 32 | 33 | 34 | 35 | 36 | 37 | 38 | 39 | 40
CIT2 TOR yeast | 85 | ? | 110 | 101 | 100 | 88 | 106 | 98 | 94 | 103 | 89 | 89 | 94
LAP4 TOR yeast | 99 | 83[may fluoresce violet] | 126 | 93 | 97 | 95 | 102 | 100 | 95 | 103 | 88 | 91 | 105
procasp3 activ | 7 | -3 | 8 | 2 | -8 | 0 | 0 | -4 | -2 | -3 | 11 | 0 | 3
AGP1-GFP MLPCN | 94 | 104 | 95 | 100 | 100 | 96 | 103 | 104 | 96 | 108 | 88 | 91 | 98
procasp7 counter | -4 | 12 | -4 | 7 | -13 | 10 | -5 | 9 | -5 | 6 | 0 | 3 | 4
RPL19A TOR yeast | 95 | 94 | 104 | 100 | 100 | 91 | 101 | 100 | 94 | 101 | 90 | 105 | 107
AHR activator | -1 | 2 | 7 | 10 | 3 | 4 | 11 | 2 | -6 | 10 | 3 | -3 | -1
MEP2 TOR yeast | 100 | 212*[may fluoresce violet] | 132 | 104 | 102 | 98 | 98 | 103 | 96 | 108 | 92 | 94 | 99

41) Cn1cc(C=C2C(=O)NC(=O)NC2=O)c2ccccc21
42) COc1ccccc1CN1CCN(C(=O)COc2cccc(C)c2)CC1
43) CC[C@H]1CC2CN3CCc4c([nH]c5ccccc45)C(C(=O)OC)(C2)C13 (stereo not given in full)
44) O=C(COc1ccccc1)N1CCN(C/C=C/c2ccccc2)CC1
45) O=C(Nc1ccc(F)cc1)OC1CN2CCC1CC2 (stereo not given)
46) CC1CCCN(C(=O)c2ccc(N3CC4CC(C3)c3cccc(=O)n3C4)c([N+](=O)[O-])c2)C1 (stereo not given)

screen / no. | 41 | 42 | 43 | 44 | 45 | 46
CIT2 TOR yeast | 86 | 103 | 95 | 106 | 90 | 93
LAP4 TOR yeast | . | 94 | 110 | 100 | 98 | 93
procasp3 activ | -16 | -1 | 3 | -1 | 3 | -3
AGP1-GFP MLPCN | 86 | 97 | 103 | 103 | 91 | 96
procasp7 counter | 4 | 2 | 8 | -6 | 9 | -12
RPL19A TOR yeast | 83 | 99 | 100 | 100 | 95 | 100
AHR activator | 17 | 6 | 1 | 1 | 0 | 4
MEP2 TOR yeast | 95 | 95 | 104 | 101 | 96 | 95

# Screens as filed in PubChem.

# Some of the compounds tested; the hit share may differ from the screen's.
